Compound activity: PubChem, several laboratories
SRC1 inh = human NCOA1 inhibition; Q15788; HEK293 GAL4-SRC1 luciferase reporter, luminescence; inhibition, % at 3.6 µM; 0.12% of 360,000 active;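 active = inhibition above the campaign mean plus 3 SD, with each screening campaign given its own cutoff, cut at about 60% in these data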;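 also: 0% = DMSO treated cells and 100% = gossypol at 36 µM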
NCOA3 inh = inhibits human SRC3 coactivator. Q9Y6Q9. HEK293 GAL4-SRC3 luciferase reporter, luminescence. inhibition, % at 3.6 µM. 0.17% of 360,000 active. AID 588352;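 active = inhibition above a per-campaign cutoff, the mean of all compounds plus 3 SD, cut at about 60% in these data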;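 also: 0% = DMSO-treated cells and 100% = gossypol-treated cells at 36 µM; higher means less SRC3-driven luciferase light from the GAL4 reporter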
COUP-TFII inh = blocks human COUP-TFII nuclear receptor; P24468; HEK293T NGFI-A luciferase reporter, luminescence; inhibition, % at 8.6 µM; 0.7% of 370,000 active; AID 686940;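 active = inhibition above a per-plate cutoff, mean inhibition of test wells between control levels plus 3 SD, cut at about 38% in these data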;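 also: cells cotransfected with COUP-TFII expression vector driving the NGFI-A reporter; 0% = median of COUP-TF2 test wells and 100% = reporter-only cells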
MC4R barr agon = human MC4R agonism via beta-arrestin; U2OS MC4R beta-arrestin complementation, luminescence; percent of melanotan II response, DMSO zero; 0.98% of 360,000 active; activation, % at 8.9 µM; P32245;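 active = activation above a per-plate cutoff, the mean activation of sample wells on that plate plus 3 SD, cut at about 8% in these data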
Target sequence (P32245 whole entry, looked up): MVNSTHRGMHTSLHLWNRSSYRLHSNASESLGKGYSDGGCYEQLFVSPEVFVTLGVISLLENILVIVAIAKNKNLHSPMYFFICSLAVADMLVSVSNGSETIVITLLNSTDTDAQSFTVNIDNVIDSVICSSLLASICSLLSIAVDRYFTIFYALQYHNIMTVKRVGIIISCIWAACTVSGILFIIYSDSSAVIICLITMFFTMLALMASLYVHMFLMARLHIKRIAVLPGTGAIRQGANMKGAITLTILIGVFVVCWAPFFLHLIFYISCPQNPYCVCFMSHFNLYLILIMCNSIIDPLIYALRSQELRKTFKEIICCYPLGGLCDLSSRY
NR5A2 inv ag = NR5A2 inverse agonism in reporter assay | O00482 | HEK293T StAR-luciferase reporter, LRH-1 transfected, 24 h | inhibition, % at 3.6 µM | 0.13% of 360,000 active | AID 602396;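 active = inhibition above the mean inhibition of all tested compounds plus 3 SD, cut at about 73% in these data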;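 also: 0% = DMSO wells and 100% = reporter-only cells lacking LRH-1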
NOD2 RIPK2 PPI = blocks binding of human NOD2 to RIPK2; AID 624267; O43353; 0.38% of 360,000 active; CHO BLA complementation NOD2-RIPK2, CCF4 ratio; inhibition, % at 4.98 µM; in the data active = inhibition above about 21%;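 also: 0% = vehicle only and 100% = reference blocker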
Target sequence (O43353 whole entry, looked up): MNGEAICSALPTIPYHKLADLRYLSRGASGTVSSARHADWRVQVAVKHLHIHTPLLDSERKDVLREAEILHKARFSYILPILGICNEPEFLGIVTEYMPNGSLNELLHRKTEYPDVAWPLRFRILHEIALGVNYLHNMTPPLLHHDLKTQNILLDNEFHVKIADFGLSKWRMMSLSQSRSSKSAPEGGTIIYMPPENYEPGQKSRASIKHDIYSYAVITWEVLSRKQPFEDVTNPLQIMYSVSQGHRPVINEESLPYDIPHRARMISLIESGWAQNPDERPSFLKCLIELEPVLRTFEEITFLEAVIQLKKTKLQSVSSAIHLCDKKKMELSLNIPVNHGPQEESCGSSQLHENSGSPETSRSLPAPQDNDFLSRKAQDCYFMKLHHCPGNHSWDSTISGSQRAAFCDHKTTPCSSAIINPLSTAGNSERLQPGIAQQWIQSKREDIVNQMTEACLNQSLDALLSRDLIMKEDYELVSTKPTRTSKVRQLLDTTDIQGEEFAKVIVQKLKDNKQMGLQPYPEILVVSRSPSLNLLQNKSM
TLR9-MyD88 inh = inhibitors of human TLR9-MyD88 binding; CHO BLA complementation TLR9-MyD88, CCF4 FRET ratio; inhibition, % at 4.98 µM; 0.21% of 340,000 active; AID 504734;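 active = inhibition above the mean over all tested compounds plus 3 SD, cut at about 21% in these data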;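 also: 0% = DMSO only wells and 100% = clavulanate BLA inhibitor control wells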
ABHD5 PLIN5 PPI = blocks binding of human ABHD5 to perilipin-5; Q00G26+Q8WTS1; Split G. princeps luciferase complementation, luminescence, 4 h; inhibition, % at 4 µM; 0.78% of 360,000 active; AID 602281;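 active = inhibition above the mean inhibition across every tested compound plus 3 SD, cut at about 22% in these data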;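 also: 0% = DMSO only wells and the 100% control is not disclosed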
SRC2 inh = inhibits human steroid receptor coactivator 2. 0.17% of 370,000 active. inhibition, % at 9 µM. AID 651957. Q15596. HEK293 GAL4-SRC2 luciferase reporter, luminescence;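 active = inhibition above the mean inhibition of all tested compounds plus 3 SD, set per campaign, cut at about 52% in these data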;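 also: 0% = DMSO treated cells and 100% = cells given Gossypol at 36 µM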
MC4R antagonist = blocks human MC4R cAMP signaling | MC4R-expressing cells, MTII-stimulated cAMP, LANCE TR-FRET | 0.48% of 360,000 active | P32245 | AID 540295 | inhibition, % at 6.5 µM;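 active = inhibition above its plate's cutoff, the mean of tested wells on that plate plus 3 SD, cut at about 29% in these data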;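 also: 0% = Melanotan II alone and 100% = Melanotan II plus saturating MCL0020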
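system = U2OS cells with stable human MC4R expression | also added = Melanotan II challenge after compound preincubation | dosing = one concentration, 6.5 µM nominal | incubation = compound 30 min, challenge 1 h, detection 1 h | measured by = TR-FRET with Eu-cAMP and labeled anti-cAMP, 671 nm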
EBV LMP1 NFkB = inhibitors of Epstein-Barr LMP1-induced NF-kappaB reporter. LMP1-induced NF-kappaB luciferase reporter cells, luminescence. inhibition, % at 12.5 µM. 0.69% of 350,000 active. AID 504558; in the data active = inhibition above about 41%;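 also: 0% = neutral control wells and 100% = reference inhibitor control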
Starred values were filed as active, the others as inactive; . = not tested or not shown. An excerpt, so the mix of outcomes need not match the whole.

SMILES	SRC1 inh	NCOA3 inh	COUP-TFII inh	MC4R barr agon	NR5A2 inv ag	NOD2 RIPK2 PPI	TLR9-MyD88 inh	ABHD5 PLIN5 PPI	SRC2 inh	MC4R antagonist	EBV LMP1 NFkB
CCN1CCN(C(=O)c2ccc(N3CC4CC(C3)c3cccc(=O)n3C4)c([N+](=O)[O-])c2)CC1 (stereo not given)	1	1	-4	-0.6	13	0	2	-3	-9	7	-4
COCCNC(C)C(=O)Nc1ccc(Br)cc1 (stereo not given)	2	11	3	-0.8	-11	3	-32	-8	-11	3	-1
COc1ccc(C)cc1Nc1n[n+](-c2ccccc2)c(-c2ccc(OC)c(OC)c2OC)s1	-2	-12	2	-1.3	16	-9	-1	-2	6	-4	15
O=C(Nc1ccc(S(=O)(=O)NC2=NCCCCC2)cc1)c1cccs1	-7	3	-21	-2.6	8	-3	2	5	5	0	-1
Cc1ccc(C(=O)OCC(=O)N(C)c2ccccc2)c(C)c1	5	-1	17	-3.7	-5	-11	-11	2	-29	11	-1
N#C/C(=C(/O)COC(=O)CCc1ccc(S(=O)(=O)N2CCOCC2)cc1)c1nc2ccccc2[nH]1	-19	2	-4	-1.9	9	-6	5	2	15	17	2
Cc1cc(C)cc(OCC(=O)OCc2nnc(-c3ccccc3)o2)c1	1	5	-2	-2.9	12	-7	-3	1	-12	9	-3
COC(=O)c1ccc(CNC(=O)Cn2cc(C)c(=O)[nH]c2=O)cc1	11	5	-24	-1.1	-14	6	-3	-3	-5	-8	1
Cc1ccc(C2Nc3ccccc3C(=O)N2CCN2CCNC2=O)cc1 (stereo not given)	-1	3	1	-2.1	-10	-8	-4	-5	5	2	-4
CC1(C)O[C@@H]2C[C@H]3[C@@H]4C[C@H](F)C5=CC(=O)C=C[C@]5(C)[C@H]4[C@@H](O)C[C@]3(C)[C@]2(C(=O)CO)O1	-46	-46	-43	0.0	12	1	3	10	-11	3	5
COC(=O)c1cc(C(=O)Nc2cccc(C)n2)cc([N+](=O)[O-])c1	6	-2	-2	-2.6	22	-8	-1	-1	0	1	-1
Nc1nc2ccccc2n1/N=C/c1ccc(-c2ccccc2)o1	-48	-50	-5	2.6	-84	10	-10	4	-37	3	-25
O=C(Cn1c(=O)c2c(ncn2Cc2ccccc2)n(Cc2ccccc2)c1=O)N1CCCC1	14	19	9	-0.2	-9	7	6	1	-8	5	-3
CCOc1ccc2nc(COC(=O)c3ccncc3)c(C(=O)c3ccccc3)[n+]([O-])c2c1	-5	10	6	-1.6	-34	4	.	-4	-52	-3	.
CCC(C)(C)NC(=O)CCCSc1nc2ccccc2s1	-63	-40	-25	0.1	-68	-1	.	2	-64	2	-31
COC(=O)CNC(c1ccccc1)c1cc(C)ccc1NC(=O)CNC(=O)OCc1ccccc1 (stereo not given)	-6	-1	4	0.8	7	6	-2	-4	16	6	-4
CCC(=O)OCC(=O)c1c(N)n(Cc2ccccc2)c(=O)n(C)c1=O	-10	5	5	-2.7	12	-1	-7	0	-61	-2	0
CCCCn1c(N)c(N(CCOC)C(=O)c2ccc(S(=O)(=O)N(CC)c3ccccc3)cc2)c(=O)[nH]c1=O	-33	5	3	-4.1	12	-1	-3	-4	-2	1	-5
CC1=CC(=O)Nc2ncccc2O1	6	0	1	-0.1	0	-13	1	4	12	-1	10
Cc1cc(C)cc(C(=O)Nc2cccc(NC(=O)c3ccco3)c2)c1	32	22	6	-4.7	-8	-2	12	1	-15	7	13
CCCCNC(=O)N(O)C1N(/N=C/c2cccs2)C(=S)SC1(C)C (stereo not given)	-10	21	15	-1.6	1	-9	-10	-6	-13	-8	-1
C=CCCC1CN(CCCC)S(=O)(=O)c2c(F)cccc2O1 (stereo not given)	5	2	-16	-2.2	4	4	2	3	-8	2	-3
CC1(C(=O)NS(=O)(=O)c2cccc(F)c2)CCN1C(=O)Cc1cccs1 (stereo not given)	-12	6	-2	-1.2	7	0	.	4	-8	-4	.
CN(CCCNC(=O)COc1cc(=O)n(C)c2ccccc12)Cc1ccccc1	-14	-4	-41	-1.1	-2	-7	6	-2	-25	7	-2
COC(=O)c1ccc(-n2c(CCC(=O)O)ccc2-c2ccc(C)cc2)cc1	9	1	.	-0.5	-6	-10	9	7	.	4	0
S=c1[nH]nc(-c2cccs2)n1/N=C/c1cn(-c2ccccc2)nc1-c1ccccc1	-2	-12	9	9.4*	-4	-15	5	0	-27	19	4
O=C(NC1CCS(=O)(=O)C1)C1CCCC1 (stereo not given)	1	5	-18	-2.6	14	5	8	-6	-19	2	6
CCOc1cc(/C=C/C(=O)O)ccc1OCc1ccccc1	-7	-5	16	-1.1	-6	4	-7	2	2	17	-5
Cc1nc2ccccc2n1CC(=O)NCc1ccccc1	18	20	26	0.1	21	2	-5	-6	9	18	12
Cc1sc2ncnc(N3CCCCC3)c2c1C	0	21	-13	1.8	7	-4	-7	-1	18	-8	12
N#C/C(=C\Nc1ccccc1SC(F)(F)F)c1nc(-c2ccccc2)cs1	-8	14	-11	-2.0	12	0	-4	4	-10	19	3
O=C(Nc1ccccc1)NC1(C(=O)NCc2ccco2)CCCCC1	0	2	6	-2.7	-6	-1	3	3	-5	-2	4
O=C(NCC1CCCO1)c1cccnc1Nc1ccccc1F (stereo not given)	0	6	-4	-0.4	1	-15	-4	-1	8	6	3
Cc1cc(C)c(NC(=O)CCCn2c(=O)oc3ccccc32)c(C)c1	-6	7	11	-0.1	-11	14	-14	-3	20	-3	6
Cc1cccc(-c2nnc(SCc3ccccc3)o2)c1	-90	-53	-17	1.2	-43	3	5	-2	-29	13	-36
O=C(NC1CCC(O)CC1)c1cc(-c2ccco2)nc2ccccc12 (stereo not given)	-14	12	16	-1.5	-23	12	0	-4	-27	18	-12
COC(=O)C(Cc1ccccc1)NC(=O)CC(C)CC(=O)Nc1ccc(OC)cc1OC (stereo not given)	18	-22	-23	-0.5	-2	-5	-7	2	-14	35*	-10
COC(=O)C[C@H]1C=C[C@H](NC(=O)C2CCOCC2)[C@@H](CO)O1	.	.	-13	.	0	-10	.	7	-1	.	.
COc1ccc(CCNC(=O)COc2cccc3c2OC(C)(C)C3)cc1OC	-1	6	11	0.3	9	-1	-7	3	5	6	-3
C/C(=N\NS(=O)(=O)c1ccccc1)c1ccc2c(c1)OCCO2	-13	9	-8	-1.5	-14	-6	-16	0	12	8	-16

Single records (already shown).
Record of C/C(=N\NS(=O)(=O)c1ccccc1)c1ccc2c(c1)OCCO2 → SRC1 inh: -13; NCOA3 inh: 9; COUP-TFII inh: -8; MC4R barr agon: -1.5; NR5A2 inv ag: -14; NOD2 RIPK2 PPI: -6; TLR9-MyD88 inh: -16; ABHD5 PLIN5 PPI: 0; SRC2 inh: 12; MC4R antagonist: 8; EBV LMP1 NFkB: -16
Record of COC(=O)c1ccc(-n2c(CCC(=O)O)ccc2-c2ccc(C)cc2)cc1 → SRC1 inh: 9; NCOA3 inh: 1; COUP-TFII inh: .; MC4R barr agon: -0.5; NR5A2 inv ag: -6; NOD2 RIPK2 PPI: -10; TLR9-MyD88 inh: 9; ABHD5 PLIN5 PPI: 7; SRC2 inh: .; MC4R antagonist: 4; EBV LMP1 NFkB: 0

Continuation:
SMILES	SRC1 inh	NCOA3 inh	COUP-TFII inh	MC4R barr agon	NR5A2 inv ag	NOD2 RIPK2 PPI	TLR9-MyD88 inh	ABHD5 PLIN5 PPI	SRC2 inh	MC4R antagonist	EBV LMP1 NFkB
CNC(=O)c1ncoc1-c1ccc(Cl)cc1	6	3	-44	-2.2	-6	13	-5	-6	-70	-5	-1
COc1ccc(-c2nnn(CC(=O)N3CCN(c4ccccc4OC)CC3)n2)cc1	-1	8	10	-0.6	-7	-9	-1	-4	-4	4	13
O=C(/C=C1\OCc2cc(OCc3ccccc3)ccc21)OCc1ccccc1	.	.	-10	.	-15	-4	.	-20	13	.	.
CCCc1cc(=O)[nH]c(SCC(=O)c2cc(C)n(CCOC)c2C)n1	-4	-15	8	-1.2	-20	-6	-4	5	-1	9	-1
Cc1nc2c(ccc3c([N+](=O)[O-])cccc32)c(C)c1C	-14	15	22	1.7	-10	10	-6	-2	-5	16	-4
Cc1cc(C)nc(N(C#N)Cc2ccc(Cl)cc2)n1	13	3	3	-1.3	4	-6	4	0	15	-11	1
CC1CCN(C(=O)CSc2nnc(CNC(=O)c3ccc(S(=O)(=O)N(C)C)cc3)o2)CC1	1	19	-2	-4.7	18	-6	4	-2	-15	5	4
COc1ccccc1C(C(=O)NCc1ccc(F)cc1)N(C(=O)c1csnn1)C1CC1 (stereo not given)	8	8	10	-1.0	-10	-2	8	10	-8	14	-7
CCOc1ccc(S(=O)(=O)Nc2ccccc2SC)c2cccnc12	-8	-3	3	-0.6	7	-1	-39	4	-13	16	5
O=C(Nc1cccc(-c2ccccc2)c1)N1CCN(C(=O)Nc2cccc(-c3ccccc3)c2)CC1	-7	9	-15	0.0	-6	-5	-3	3	-26	-3	-2
COc1ccccc1NC(=O)c1ccc(NC2=NC3CS(=O)(=O)CC3S2)cc1 (stereo not given)	3	4	0	0.9	12	2	0	7	-1	5	-5
COc1cc2c(cc1OC(C)=O)CCCCC2=O	-4	-15	-3	0.2	8	-5	-13	-6	-7	-1	2
COc1ccc(C)cc1S(=O)(=O)Nc1cccc(Cl)c1Cl	-4	-2	19	-0.7	-29	3	4	-9	9	4	0
Clc1ccc(C2=CSC3=Nc4cccc5cccc(c45)N23)cc1	-26	15	9	-3.2	5	1	-5	-33	1	-5	-8
COc1cc(Cl)ccc1OC1(C)CCN(Cc2ccccc2OC(F)F)C1 (stereo not given)	4	12	7	2.3	6	-11	.	4	31	8	.
CN1C=CC(=C[N+](=O)[O-])N(C)C1=O	-4	-8	-14	.	-22	-12	.	-4	-6	.	.
CC(=O)Nc1ccc(S(=O)(=O)Nc2c(C)n(C)n(-c3ccccc3)c2=O)cc1	-2	14	5	0.4	4	4	13	2	18	8	5
O=C1N[C@@H](Cc2ccccc2)C(=O)N1CCN1CCOCC1	1	-5	4	0.5	-10	2	1	4	-5	1	-2
C=CCn1c(SCC(=O)c2cc(C)n(Cc3cccs3)c2C)nnc1-c1ccncc1	3	-5	9	1.2	4	0	-2	1	4	3	2
CCC12CC3CC(C1)CC(C(=O)NNC(N)=O)(C3)C2	-7	8	2	1.1	4	-11	-1	5	5	6	1
CCC(C)(c1ccc(C=O)s1)c1ccc(C=O)s1	-13	22	1	1.1	12	-7	2	1	-6	4	-3
CCc1n[nH]c(=S)n1/N=C/c1cccc2ccccc12	3	15	4	1.1	0	0	-9	3	15	10	3
O=C(N/N=C\c1ccc(CNS(=O)(=O)c2ccc(Cl)cc2)o1)C(=O)Nc1ccc(Oc2ccccc2)cc1	3	19	7	0.4	5	1	-12	-5	1	1	-28
Cc1ccc(C(=O)N/C(=C\c2ccc(Cl)cc2)C(=O)NCCN2CCOCC2)cc1	-61	6	-3	-1.3	-1	4	1	3	1	12	-6
CCC1=C(OC(=O)N(CC)CC)N2C(=O)OC(=NCC3CC3)[C@]2(C)[C@H]2C1=CC[C@H]1C(=O)N(CC)C(=O)[C@H]12	7	7	4	-1.1	27	-2	1	0	-3	2	2
